ERa coact inh: ER-alpha (human) coactivator binding inhibition | actives 1.7% (n = 86,000) | P03372 | inhibition, % at 25.6 µM | TR-FRET ER-alpha LBD / SRC-1 peptide, estradiol-bound; in the data active = inhibition above about 50%;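 note: 0% = receptor plus peptide control and 100% = peptide only without receptor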
Target sequence (P03372 whole entry, looked up, the tested form may be a part): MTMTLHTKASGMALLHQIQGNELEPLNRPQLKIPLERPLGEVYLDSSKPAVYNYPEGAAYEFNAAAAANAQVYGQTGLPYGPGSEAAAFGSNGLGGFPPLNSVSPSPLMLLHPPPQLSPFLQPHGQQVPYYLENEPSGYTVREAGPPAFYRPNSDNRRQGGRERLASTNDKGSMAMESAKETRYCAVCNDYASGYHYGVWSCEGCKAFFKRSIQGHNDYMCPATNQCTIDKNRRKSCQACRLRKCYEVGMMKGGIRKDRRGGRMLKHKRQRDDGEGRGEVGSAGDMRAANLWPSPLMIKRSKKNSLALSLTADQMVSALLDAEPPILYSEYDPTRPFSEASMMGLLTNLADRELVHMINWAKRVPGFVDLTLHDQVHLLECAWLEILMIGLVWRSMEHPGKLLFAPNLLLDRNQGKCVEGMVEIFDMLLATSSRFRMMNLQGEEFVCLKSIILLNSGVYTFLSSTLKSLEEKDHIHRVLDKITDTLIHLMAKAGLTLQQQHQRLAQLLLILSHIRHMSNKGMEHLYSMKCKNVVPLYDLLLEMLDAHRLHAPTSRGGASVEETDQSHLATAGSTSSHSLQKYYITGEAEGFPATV
FAK inh: blocks human focal adhesion kinase activity. Q05397. biochemical FAK kinase activity assay. inhibition, %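 (tested at 7 µM)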. actives 0.84% (n = 97,000); in the data active = inhibition above about 19%;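 note: 0% = DMSO and 100% = reference compound high control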
ERa coact pot: enhances coactivator binding to human estrogen receptor alpha; P03372; TR-FRET ERalpha-LBD/SRC-Cy5 coactivator binding, 2 h; 100 = basal binding, no effect; coactivator binding (% of control), % at 25.6 µM; actives 1.3% (n = 86,000); AID 639; in the data active = activity above about 200%;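 note: binding measured in presence of low estradiol as agonist stimulus; 0% = peptide alone without receptor and 100% = receptor with peptide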
ERb coact inh: blocks coactivator binding to human estrogen receptor beta; Q92731; TR-FRET ER-beta LBD / SRC1-Cy5 peptide binding; receptor agonist-loaded with 1 µM estradiol; inhibition, % at 25.6 µM; actives 1.3% (n = 86,000); AID 633;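 active = compounds whose percent inhibition of the receptor-coactivator binding signal exceeds about 50% in the single-dose screen, limit read from the data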;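 note: 0% = receptor plus peptide wells without compound and 100% = peptide-only wells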
Target sequence (Q92731 whole entry, looked up, the tested form may be a part): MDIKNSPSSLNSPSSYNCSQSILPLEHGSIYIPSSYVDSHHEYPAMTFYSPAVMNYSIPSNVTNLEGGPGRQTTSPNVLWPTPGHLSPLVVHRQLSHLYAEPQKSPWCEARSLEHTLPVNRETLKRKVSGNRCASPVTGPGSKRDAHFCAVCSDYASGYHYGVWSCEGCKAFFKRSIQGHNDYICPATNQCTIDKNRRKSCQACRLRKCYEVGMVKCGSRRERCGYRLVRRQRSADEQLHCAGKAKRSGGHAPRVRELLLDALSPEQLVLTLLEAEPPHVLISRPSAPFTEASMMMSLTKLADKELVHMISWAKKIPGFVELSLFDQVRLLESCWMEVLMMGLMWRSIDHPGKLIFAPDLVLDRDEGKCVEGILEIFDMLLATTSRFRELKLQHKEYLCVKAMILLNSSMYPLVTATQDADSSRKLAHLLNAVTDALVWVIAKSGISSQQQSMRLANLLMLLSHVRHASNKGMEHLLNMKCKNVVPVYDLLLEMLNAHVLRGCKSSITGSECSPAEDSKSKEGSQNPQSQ
CD11b adhes enh: CD11b/CD18-fibrinogen binding enhancement | P05107+P11215 | K562 CD11b/CD18 adhesion to fibrinogen, ATPlite luminescence | activation, % at 10 µM | actives 0.07% (n = 93,000);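 active = 10 µM primary screen giving 50% or more activity, confirmed by 40% or more on retest at that dose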; note: strong numbers were not always called active; reference of the scale not given here
Mac1 fbg inh: inhibitors of human CD11b/CD18 binding to fibrinogen. K562 CD11b/CD18 adhesion to fibrinogen, ATPlite luminescence; Mn2+ added to activate the integrin. P05107+P11215. actives 0.54% (n = 93,000). inhibition, % at 10 µM;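 active = primary inhibition of 50% or more at 10 µM, then 40% or more on retest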; note: some results filed as inactive read as strong as hits
MT1-MMP txn act: activates MT1-MMP transcription | actives 0.16% (n = 86,000) | HT1080 MT1-MMP promoter luciferase reporter, luminescence, overnight; active compounds read high | activation factor at 10 µM;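 active = activation factor of at least 2 for MT1-MMP transcription at 10 µM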
E coli WT exp: blocks growth of wild type E. coli BW25113 | actives 0.15% (n = 98,000) | AID 710 | growth inhibition, % at 100 µM | OD600 absorbance;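 active = growth inhibition above about 50% at one test dose, limit read from the data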;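 note: growth measured after 20 h incubation at 37 °C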
PLAP activator: activates human placental alkaline phosphatase; purified PLAP enzyme, luminescent substrate read-out; active compounds read high; activation fold at 20 µM; actives 1.2% (n = 96,000); AID 696; in the data active = activation fold above about 2
Numbers without * were called inactive; x = not tested or not shown; [ ] = dose if it differs, or a comment.

SMILES	ERa coact inh	FAK inh	ERa coact pot	ERb coact inh	CD11b adhes enh	Mac1 fbg inh	MT1-MMP txn act	E coli WT exp	PLAP activator
Cc1cccc(N(C)S(=O)(=O)c2ccc3[nH]cc(C(=O)N4CCOCC4)c(=O)c3c2)c1	44[fluorescence artefact?]	10	44[fluorescence artefact?]	10[fluorescence artefact?]	x	x	1.1	7	1.2
Cc1cccc(Cn2cnc3c(NS(C)(=O)=O)c(C)c(C)cc32)c1	x	-9	x	x	-4	-1	x	-3	0.9
COc1ccc(N(CC(=O)Nc2cc(C)ccc2OC)S(=O)(=O)c2c(C)noc2C)cc1	0	1	109	6	-1	7	1.2	-1	1.1
CC1C(c2ccccc2)=[N+]([O-])C2(CCCC2)N1O (stereo unspecified)	-3	0	107	-1	3	-7	1	4	1
CCCn1nc(-c2nnc(-c3ccc(C)c(C)c3)o2)c2ccccc2c1=O	-2	-5	107	6	1	-21	1.2	-2	0.6
CCN(CCNC(=O)C1CCCN(S(=O)(=O)CC)C1)c1ccccc1 (stereo unspecified)	-7	0	116	0	2	13	1.1	-2	1.2
Cc1cccc(NC(=O)Cn2c(=O)n(C)c3ccccc32)c1	-11	-1	103	-13	x	x	1.2	x	x
CCOC(=O)c1ccc(NC(=O)c2ccc3c(c2)OCO3)cc1	1	1	107	-2	-5	6	1.2	-3	0.8
O=C(NC1CCCCC1)C(c1cccs1)N(CC1CCCO1)C(=O)c1csnn1 (stereo unspecified)	-9	1	125	-11	-2	10	1	-2	1.2
COc1cccc(NC(=O)CSc2nnc(-c3ccc(C)cc3)o2)c1	1	-5	196	-1[fluorescence artefact?]	-2	-1	1.2	-7	1
Cc1c(/C(O)=C2/C(=O)C(=O)N(Cc3cccnc3)C2c2cccs2)cnn1-c1ccccc1 (stereo unspecified)	-2	-5	95	2	-2	11	1.1	3	1.5
CCC(C)NC(=O)CS(=O)Cc1nc(-c2ccccc2C)oc1C (stereo unspecified)	-3	0	125	-14	5	-26	1.1	-8	1.3
O=C(Cc1ccc(-n2cccc2)cc1)N1CCN(c2ccccc2F)CC1	-6	2	99	-9	-2	0	1.2	3	0.9
COc1cccc(CN(C(=O)c2cc3ccccc3oc2=O)C2CC2)c1	1	-4	110	17	3	-10	1.6	7	1.1
CCN(CC)C(=O)COc1cc(C)c(Cl)c(C)c1	-11	-1	100	-11	x	x	1.1	x	x
CC(=O)NC(C)C(=O)OCC(=O)Nc1ccc(Br)cc1 (stereo unspecified)	78*	-1	109	36[fluorescence artefact?]	-1	0	1.5	4	1
O=C(NC12CC3CC(CC(C3)C1)C2)N1CCCC(CO)C1 (stereo unspecified)	-48	1	114[fluorescence artefact?]	-17	-2	-19	1	2	1.1
CC1(c2ccc3noc(-c4ccc(F)cc4)c3c2)OCCO1	8	1	106	9	-6	-46	1.3	-5	1
COc1ccc(OC)c(C2CC(=O)N3CN(c4ccccc4F)CSC3=C2C#N)c1 (stereo unspecified)	-11	-1	97	-10	-13	1	1.1	-2	1
CCC(Sc1nc(-c2ccccc2)c(C#N)c(=O)[nH]1)C(=O)Nc1cc(C)on1 (stereo unspecified)	-5	x	102	0	-2	-23	1.1	-2	1
Cc1ccc(-n2c3c(cc(C(=O)NC4CCSC4=O)c2=O)C(=O)CCC3)cc1 (stereo unspecified)	-3	-1	120[fluorescence artefact?]	-3	-5	0	1	-2	1.6
Cc1cc(C)cc(N(CC(=O)NCC2CCCO2)S(=O)(=O)c2c(C)noc2C)c1 (stereo unspecified)	1	-2	102	-7	4	-10	1.1	-1	1.5
O=P1(O)C=C(c2ccccc2)NC(c2ccccc2)=C1	x	0	x	x	0	-24	1.2	0	0.8
O=C(O)CNCC1COc2ccccc2O1 (stereo unspecified)	-30	8	99	-20	5	-5	1.1	-3	0.9
CCCn1c(SCC(=O)Nc2nnc(CC)s2)nc2c1c(=O)n(C)c(=O)n2C	7	x	92	-2	-1	-12	1.1	x	1

As a short view, 11 of the compounds above:
SMILES	ERa coact inh	FAK inh	ERa coact pot	ERb coact inh	CD11b adhes enh	Mac1 fbg inh	MT1-MMP txn act	E coli WT exp	PLAP activator
CCN(CC)C(=O)COc1cc(C)c(Cl)c(C)c1	-11	-1	100	-11	x	x	1.1	x	x
CC(=O)NC(C)C(=O)OCC(=O)Nc1ccc(Br)cc1 (stereo unspecified)	78*	-1	109	36[fluorescence artefact?]	-1	0	1.5	4	1
O=C(NC12CC3CC(CC(C3)C1)C2)N1CCCC(CO)C1 (stereo unspecified)	-48	1	114[fluorescence artefact?]	-17	-2	-19	1	2	1.1
CC1(c2ccc3noc(-c4ccc(F)cc4)c3c2)OCCO1	8	1	106	9	-6	-46	1.3	-5	1
COc1ccc(OC)c(C2CC(=O)N3CN(c4ccccc4F)CSC3=C2C#N)c1 (stereo unspecified)	-11	-1	97	-10	-13	1	1.1	-2	1
CCC(Sc1nc(-c2ccccc2)c(C#N)c(=O)[nH]1)C(=O)Nc1cc(C)on1 (stereo unspecified)	-5	x	102	0	-2	-23	1.1	-2	1
Cc1ccc(-n2c3c(cc(C(=O)NC4CCSC4=O)c2=O)C(=O)CCC3)cc1 (stereo unspecified)	-3	-1	120[fluorescence artefact?]	-3	-5	0	1	-2	1.6
Cc1cc(C)cc(N(CC(=O)NCC2CCCO2)S(=O)(=O)c2c(C)noc2C)c1 (stereo unspecified)	1	-2	102	-7	4	-10	1.1	-1	1.5
O=P1(O)C=C(c2ccccc2)NC(c2ccccc2)=C1	x	0	x	x	0	-24	1.2	0	0.8
O=C(O)CNCC1COc2ccccc2O1 (stereo unspecified)	-30	8	99	-20	5	-5	1.1	-3	0.9
CCCn1c(SCC(=O)Nc2nnc(CC)s2)nc2c1c(=O)n(C)c(=O)n2C	7	x	92	-2	-1	-12	1.1	x	1

Following part.
SMILES	ERa coact inh	FAK inh	ERa coact pot	ERb coact inh	CD11b adhes enh	Mac1 fbg inh	MT1-MMP txn act	E coli WT exp	PLAP activator
Cc1cc(C(=O)N2CCN(c3ccccc3)CC2)c(C)o1	0	-3	108	-4	-3	-6	1.3	5	1.1
CSc1ccccc1NC(=O)C1CC(c2ccccc2O)=NO1 (stereo unspecified)	-5	-2	93[fluorescence artefact?]	5	-4	-22	1.2	1	1.1
O=C(Nc1ccccc1)c1cc2c(=O)c3ccccc3oc2nc1C(F)(F)F	x	-5	x	x	3	2	x	-3	1
C=CCN(CC=C)Cc1c(C)[nH]c2ccc(C(=O)OCC)cc2c1=O	22	-4	84	1	0	6	1	-2	1
Fc1cccc(-c2cc3nc4c(c(N5CCN(c6cnccn6)CC5)n3n2)CCCC4)c1	12[fluorescence artefact?]	3	130[fluorescence artefact?]	3	x	x	1.6	x	x
CCOC(=O)N1CCN(CC(=O)Nc2ccc(Oc3ccccc3)cc2)CC1	0	0	78	29	-2	5	1.1	2	1.7
Cc1ccc2nc(NC3=NCN(Cc4ccccc4)CN3)nc(C)c2c1	1	x	86	-8	2	-6	0.9	x	1.2
CCCn1nc(Oc2nc(SC)nc(N(C)C)n2)ccc1=O	-5	-1	125	3	-2	9	1.2	2	1.2
Cn1c(=O)[nH]c(=O)c2c1nc(Br)n2CC(O)COCc1ccccc1 (stereo unspecified)	-13	7	116	-16	-4	2	1.1	-3	0.9
CC(C)(C)SCCNS(=O)(=O)c1ccc2ccccc2c1	-8	1	90[fluorescence artefact?]	-7	5	16	1.2	10	0.5
OC(COc1ccc(Cl)cc1)CN1C2=NCCCN2c2ccccc21 (stereo unspecified)	3	0	112[fluorescence artefact?]	-7	-2	9	1.2	5	1.1
O=C(Cc1cccs1)OCC(=O)c1ccco1	42[fluorescence artefact?]	11	76	42	-2	-13	1.2	-3	1.5
CCN(CC)CC(=O)N(CC(=O)Nc1c(C)cc(C)cc1C)C1CCCCC1	-1	x	138	-9[fluorescence artefact?]	-2	-5	1.2	-5	1.2
O=C(CSc1nnc(Cc2ccccc2)o1)Nc1ccc2c(c1)OCO2	-2	0	84	4	4	-3	x	5	1.3
O=[N+]([O-])c1ccc(N2CCN(S(=O)(=O)c3ccccc3)CC2)cc1NCCN1CCOCC1	x	-3	x	x	-2	-35	x	-3	1.2
Cc1ccc2[nH]c(SCC(=O)N3CCOCC3)nc2c1C	0	-2	98	-9	-4	1	x	0	1.4
NC(=O)c1cc2cc(Cl)ccc2oc1=O	3	4	97[fluorescence artefact?]	-14	-4	3	1.1	12	0.9
O=C(CN1CCN(c2ccccn2)CC1)NC1CCCCC1	-8	3	98	7	-2	-12	1	7	1.1
COc1cccc(-n2ccnc2SCC(=O)NCc2ccccc2)c1	-5	-3	103[fluorescence artefact?]	-10	-1	-2	1	9	0.8
Cc1cc(Nc2ccc(C(=O)O)cc2)n2nc(C)nc2n1	-3	-4	125[fluorescence artefact?]	-4	3	-9	1.1	-1	1.1
C=CCSC1=C(C#N)C(c2ccccc2OC)CC(=O)N1 (stereo unspecified)	-6	-6	168	-4	0	9	1.2	0	1
COc1ccc(C2NC(=O)NC(C)=C2C(=O)OCc2ccc3c(c2)OCO3)cc1OC (stereo unspecified)	-8	-1	98	-17	x	x	1.1	x	x
CC1CN(C(=O)CN2C(=O)c3ccccc3C2=O)CC(C)O1 (stereo unspecified)	1	-11	113	0	-1	-4	1.1	3	0.9
CCOC(=O)C1CCCN(C(=O)c2ccc3c(c2)OCO3)C1 (stereo unspecified)	-25	-1	118	-21[fluorescence artefact?]	x	x	1	2	x
O=C(Nc1nnc(C2CC2)s1)c1ccc(S(=O)(=O)c2ccccc2)cc1	11	2	107[fluorescence artefact?]	23[fluorescence artefact?]	-2	-4	1	-13	1
SMILES	ERa coact inh	FAK inh	ERa coact pot	ERb coact inh	CD11b adhes enh	Mac1 fbg inh	MT1-MMP txn act	E coli WT exp	PLAP activator
CN(c1ccc(C(=O)N2CCCCC2)cc1)S(C)(=O)=O	-4	2	101	3[fluorescence artefact?]	2	-10	1	6	1
O=C(Cn1cccc1C(=O)c1ccccc1)NCCCN1CCOCC1	5	9	111	0	2	7	1.4	1	1.2
COC(=O)CN(c1ccccc1C)S(C)(=O)=O	x	-3	x	x	0	-2	x	0	1
CN1CCN(c2nc3c(c(=O)n(C)c(=O)n3C)n2Cc2cccc3ccccc23)CC1	-6	-1	90	2	-1	1	1	-18	1.8
N#C/C(=C\c1ccc(-c2cccc(Cl)c2)o1)C(=O)Nc1cccc2cccnc12	44[fluorescence artefact?]	1	70	25[fluorescence artefact?]	19	-46	1.3	-2	0.9
COc1cccc(C(=O)N(Cc2ccccc2)Cc2cc3cc4c(cc3[nH]c2=O)OCCO4)c1	0	2	86	4	x	x	1.3	-3	1
O=C(CN1CCN(c2ncccn2)CC1)N(Cc1ccccc1)c1ccc(F)cc1	8	0	84	20[fluorescence artefact?]	-5	4	x	12	1.6
Cc1ccc(-c2noc(CCCN3C(=O)c4ccccc4C3=O)n2)cc1	2	5	109	0[fluorescence artefact?]	-1	-5	1	-1	1
Cc1cc(-c2ccc(/C=N/n3cnnc3)o2)c([N+](=O)[O-])cc1C	x	-1	x	x	-1	7	x	2	1.1
Cc1cccc(Nc2nc(N)nc(CSc3nccc(C)n3)n2)c1	-15	1	100[fluorescence artefact?]	-9[fluorescence artefact?]	-1	12	1.1	7	0.8
CNC(=O)c1ccc(-c2ccc(F)cc2)s1	10[fluorescence artefact?]	1	112[fluorescence artefact?]	-2[fluorescence artefact?]	-2	5	1.5	-3	0.8
O=C(NCCc1ccccc1)c1cc2ncc(Br)cn2n1	77*[fluorescence artefact?]	11	41[fluorescence artefact?]	77*[fluorescence artefact?]	2	-12	1.4	4	1.5
Cc1ccccc1Cn1ccc(NC(=O)c2cc3nc(-c4ccco4)cc(C(F)(F)F)n3n2)n1	x	-3	x	x	20	-1	1	-5	1.3
CC(CNC(=O)CC(C)(C)C)NC(=O)CC(C)(C)C (stereo unspecified)	-8	1	114	-16	x	x	1.3	x	x
CCOCCCNC(=O)c1c(C)[nH]c(C(=O)OCC)c1C	-5	-1	148	-9	6	2	1.3	-5	1
Cc1cc(C)n(-c2ncnc3sc4c(c23)CC(C)CC4)n1 (stereo unspecified)	-2	-1	120	-7	2	7	1.1	3	1.4
CCCn1c(=O)c(C(=O)Nc2nnc(C)s2)c(O)c2ccccc21	5	x	87	5	x	x	1.1	x	x

Assay outcomes: PubChem, several laboratories
